# Compound activity as filed in PubChem BioAssay.
# Tau fibril FP: blocks human tau fibril formation measured by polarization; P10636; K18 P301L tau heparin fibrillization, Alexa594 FP, 6 h; Potency, µM (series often up to 57.7 µM), for the others: top-dose activity, negative = inhibition, usual class: inhibitors; actives 0.39% (n = 280,000); AID 1468; further: on the % scale 0 is the no-effect control and ±100 the full control effect; nearly all actives have a fitted effect of over 55% in size
# Target sequence (P10636 561-689 P618L limits assumed): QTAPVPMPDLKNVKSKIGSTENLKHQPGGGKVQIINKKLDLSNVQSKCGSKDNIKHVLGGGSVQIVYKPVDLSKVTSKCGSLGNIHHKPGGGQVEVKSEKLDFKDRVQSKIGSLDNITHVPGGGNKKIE
#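 Human tau K18 […] P301L fragment, 15 uM unlabeled plus 0.24 uM Alexa 594-labeled tau (final), with compound and 20 uM heparin in 100 mM sodium acetate pH 7; 6 hr at 37 C, then Alexa 594 FP read.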
# KDM4E inh: inhibitors of human JMJD2E histone demethylase; JMJD2E catalytic domain, FDH-coupled NADH fluorescence (FDH is formaldehyde dehydrogenase); AID 2147; actives 1.6% (n = 230,000); Potency, µM (top dose mostly 57.1 µM), for the others: top-dose activity change, negative = inhibition, hits mostly inhibitors; B2RXH2; active means well fitted inhibition curve with a large enough effect, not every such curve was filed as active; inconclusive means small, poorly fitted or top-dose-only effect, or another doubt; inactive means no such curve, though single readings can be large or run the other way;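 further: 0% = wells with enzyme and -100% = buffer wells without enzyme; nearly all actives have a fitted effect of over 50% in size; many of its hits are not listed in these tables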
# Target sequence (B2RXH2 1-337 limits assumed): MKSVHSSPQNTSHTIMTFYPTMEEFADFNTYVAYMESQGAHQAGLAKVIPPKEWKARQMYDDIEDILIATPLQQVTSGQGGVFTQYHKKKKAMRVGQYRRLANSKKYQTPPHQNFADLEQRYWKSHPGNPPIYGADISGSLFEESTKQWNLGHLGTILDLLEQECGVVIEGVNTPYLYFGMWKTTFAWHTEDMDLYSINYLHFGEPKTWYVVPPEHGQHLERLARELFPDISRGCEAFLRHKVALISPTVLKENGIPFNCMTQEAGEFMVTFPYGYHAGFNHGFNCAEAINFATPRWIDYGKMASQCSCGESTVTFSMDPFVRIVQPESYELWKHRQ
# Tau fluor counter: counter-screen for tau fibril formation inhibitors. AID 1463. Potency, µM (doses to about 57.7 µM), for the others: at the highest dose activity change, negative = decrease. tau K18 P301L Alexa594 fluorescence, heparin fibrillization. actives 0.93% (n = 280,000); further: on the % scale 0 is the no-effect control and ±100 the full control effect; nearly all actives have a fitted effect of over 55% in size
#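 Human K18 P301L tau (15 uM unlabeled plus 0.24 uM Alexa 594-labeled, final) in 100 mM sodium acetate pH 7 was mixed with compound and 20 uM heparin and incubated 6 hr at 37 C.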
# HTT aggregate: mutant huntingtin aggregation inhibition; PC12 HttQ103-GFP aggregates, Acumen cytometry, 40 h; Potency, µM (doses to about 46.1 µM), for the others: top-dose activity change, negative = inhibition, most hits filed as inhibitors; actives 1.1% (n = 220,000); AID 1688; further: on the % scale 0 is the no-effect control and ±100 the full control effect; nearly all actives have a fitted effect of over 60% in size
#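 Compounds (qHTS titration) were added to PC12 cells expressing an ecdysone-driven HTT exon 1 Q103–GFP fusion after induction with 100 nM tebufenozide. Aggregate formation was measured as GFP objects in cell lysates.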
# HTT ATP protect: cytoprotection in Huntington HTT-Q103 PC12 cell model | PC12 HTT-Q103 induced, cytoprotection, ATP luminescence, 40 h | Potency, µM (doses to about 56.4 µM), for the others: cytoprotection (ATP increase), actives largely listed as activators | actives 0.14% (n = 230,000) | AID 1471;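 further: % of control where 0% means no effect; nearly all actives have a fitted effect of over 45% in size; toxic huntingtin expression switched on by the ecdysone agonist tebufenozide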
#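 PC12 cells stably carrying ecdysone-inducible Htt exon 1 (Q103)–GFP were induced with 100 nM tebufenozide (final) alongside library compounds in a dose series. Cytoprotection was scored as retained ATP by ATPlite luminescence.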
# Tau fibril ThT: inhibitors of human tau fibril formation, thioflavin T binding | recombinant tau K18 P301L, heparin-induced fibrillization, ThT fluorescence | actives 2.1% (n = 270,000) | P10636 | Potency, µM (highest dose often 57.4 µM), inactives show top-dose activity, negative = inhibition, usual class: inhibitors; further: on the % scale 0 is the no-effect control and ±100 the full control effect; nearly all actives have a fitted effect of over 55% in size
#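 ThT emission at 510 nm, taken 1 hr after adding 30 uM dye, quantifies aggregates formed when 20 uM heparin acts on human tau K18 P301L for 6 hr at 37 C.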
# SMN2 splice up: SMN2 splice variant enhancement; HEK293 SMN2-luciferase splicing reporter, luminescence, 30-36 h; Potency, µM (doses to about 46.1 µM), inactives show at the highest dose activity change, positive = activation, usual class: activators; actives 2.8% (n = 210,000); AID 1458; further: % of control where 0% means no effect; nearly all actives have a fitted effect of over 55% in size
#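 HEK293 cells carry an SMN2 minigene-luciferase reporter in which exon 7 inclusion puts luciferase in frame. Cells were seeded at 2000 cells/well, attached for 10-12 hours, then exposed to compounds for 30-36 hours at 37C before ONE-Glo luminescence.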
# ALDH1A1 inh: blocks purified human ALDH1A1 activity. AID 1030. Purified ALDH1A1, NADH fluorescence, propionaldehyde substrate. Potency, µM (highest dose often 75.3 µM), inactives show top-dose activity, negative = inhibition, hits mostly inhibitors. actives 7.3% (n = 220,000); active means well fitted inhibition curve with a large enough effect, not every such curve was filed as active; inconclusive means small, poorly fitted or top-dose-only effect, or another doubt; inactive means no such curve, though single readings can be large or run the other way;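 further: plate controls were no enzyme wells and a reference inhibitor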
# Target sequence (P00352 whole entry, looked up): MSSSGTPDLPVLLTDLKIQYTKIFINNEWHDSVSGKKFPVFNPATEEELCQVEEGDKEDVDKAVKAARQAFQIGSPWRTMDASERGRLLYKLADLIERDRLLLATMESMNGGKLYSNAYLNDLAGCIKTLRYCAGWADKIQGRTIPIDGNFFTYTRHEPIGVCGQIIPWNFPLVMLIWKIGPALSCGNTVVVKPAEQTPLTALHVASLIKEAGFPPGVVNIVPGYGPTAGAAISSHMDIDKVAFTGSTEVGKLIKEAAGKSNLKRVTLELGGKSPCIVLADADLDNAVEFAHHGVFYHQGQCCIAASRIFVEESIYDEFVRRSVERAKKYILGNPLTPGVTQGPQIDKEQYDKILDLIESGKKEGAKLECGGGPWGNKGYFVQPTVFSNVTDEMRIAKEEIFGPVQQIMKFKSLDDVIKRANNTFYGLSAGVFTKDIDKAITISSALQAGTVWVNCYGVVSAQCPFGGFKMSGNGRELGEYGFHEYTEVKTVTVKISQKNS
# The depositor's hits bear a star; ? = inconclusive; . = no result given; [ ] = remark or other dose. Unless noted, the call rests on the fitted dose curve; in most records, active means well fitted curve in the direction sought with a large enough effect; inconclusive means small, poorly fitted or top-dose-only effect, or another doubt; inactive means no such curve, though single readings can be large; an effect the other way counts as inactive or inconclusive. Potency means the concentration at half of the fitted maximal effect. Some of the compounds tested; rates above refer to the full screens.
1	CCCS(=O)(=O)N1CCC(C(=O)NCCCOCC)CC1
2	c1csc(CCNc2ncnc3sc4c(c23)CCC4)c1
3	CCOC(=O)C(C)Sc1nnc(Cn2c(=O)sc3ccccc32)n1-c1ccccc1 (stereo unspecified)
4	Cc1ccc(OCc2nc(C#N)c(NCCc3ccccc3)o2)cc1
5	O=C(O)CN=C(NS(=O)(=O)c1ccc(Cl)cc1)c1ccc(F)cc1
6	COc1ccc(OCc2nn3c(-c4cccc(OC)c4)nnc3s2)cc1
7	CCc1cc(=O)[nH]c(SCCC(F)=C(F)F)n1
8	O=C(Nc1ccccc1)c1cccc(-c2nnc(-c3ccccc3)o2)c1
9	N#Cc1c(-c2ccc(Br)cc2)cc(-c2cccnc2)nc1N
10	Cc1cc(C)nc(Sc2c(C)n[nH]c2C)n1
assay / compound | 1 | 2 | 3 | 4 | 5 | 6 | 7 | 8 | 9 | 10
Tau fibril FP | -5% | 3% | -2% | -4% | -5% | -1% | 4% | -7% | 5% | -3%
KDM4E inh | ? | -1% | 0% | . | 2% | -3% | 1% | 4% | ? | 5%
Tau fluor counter | -8% | -15% | -5% | ? | 3% | -4% | 0% | -10% | 6% | 1%
HTT aggregate | ? | 7.9µM* | -10% | . | 17% | 16% | -13% | 20% | -8% | -3%
HTT ATP protect | -28% | -6% | -4% | . | ? | -15%[0.074 µM] | -40%[inhibitor] | -16%[10 µM] | -13%[10 µM] | -8%[10 µM]
Tau fibril ThT | -20% | ? | -4% | ? | 7% | ? | -7% | -7% | 13% | 8%
SMN2 splice up | . | -79%[inhibitor] | 2% | -12% | 12% | -23% | 2% | 1µM* | 14% | 2%
ALDH1A1 inh | ? | -2% | -7% | . | -2% | 5% | ? | ? | 2% | 10%

# Another view of some results above:
no. | mol | Tau fibril FP | KDM4E inh | Tau fluor counter | HTT aggregate | HTT ATP protect | Tau fibril ThT | SMN2 splice up | ALDH1A1 inh
1 | CCCS(=O)(=O)N1CCC(C(=O)NCCCOCC)CC1 | -5% | ? | -8% | ? | -28% | -20% | . | ?
2 | c1csc(CCNc2ncnc3sc4c(c23)CCC4)c1 | 3% | -1% | -15% | 7.9µM* | -6% | ? | -79%[inhibitor] | -2%
3 | CCOC(=O)C(C)Sc1nnc(Cn2c(=O)sc3ccccc32)n1-c1ccccc1 (stereo unspecified) | -2% | 0% | -5% | -10% | -4% | -4% | 2% | -7%
4 | Cc1ccc(OCc2nc(C#N)c(NCCc3ccccc3)o2)cc1 | -4% | . | ? | . | . | ? | -12% | .
5 | O=C(O)CN=C(NS(=O)(=O)c1ccc(Cl)cc1)c1ccc(F)cc1 | -5% | 2% | 3% | 17% | ? | 7% | 12% | -2%
6 | COc1ccc(OCc2nn3c(-c4cccc(OC)c4)nnc3s2)cc1 | -1% | -3% | -4% | 16% | -15%[0.074 µM] | ? | -23% | 5%
7 | CCc1cc(=O)[nH]c(SCCC(F)=C(F)F)n1 | 4% | 1% | 0% | -13% | -40%[inhibitor] | -7% | 2% | ?
8 | O=C(Nc1ccccc1)c1cccc(-c2nnc(-c3ccccc3)o2)c1 | -7% | 4% | -10% | 20% | -16%[10 µM] | -7% | 1µM* | ?
9 | N#Cc1c(-c2ccc(Br)cc2)cc(-c2cccnc2)nc1N | 5% | ? | 6% | -8% | -13%[10 µM] | 13% | 14% | 2%
10 | Cc1cc(C)nc(Sc2c(C)n[nH]c2C)n1 | -3% | 5% | 1% | -3% | -8%[10 µM] | 8% | 2% | 10%

# Later entries:
11	COC(=O)C1=C(C(=O)OC)[C@@H]2Nc3ccccc3[C@@]23C[C@@H](C(=O)OC)N(C(=O)CC(C)C)C3=N1
12	CCOc1ccc(Cc2n[nH]c(=S)n2Cc2ccccc2)cc1
13	O=C(NCc1ccc(F)cc1)c1c2c(nc3ccccc13)CCN(Cc1ccccc1)C2
14	Cc1ccc(C(=O)Nc2ccc3cn[nH]c3c2)cc1S(=O)(=O)N1CCOCC1
15	Cn1nnnc1SCC(=O)c1c(N)n(C)c(=O)n(C)c1=O
16	COC(=O)c1ccc(CSc2n[nH]c(=S)s2)o1
17	CCOCCCNC(=S)N1CCCN(c2nc3cc(C)cc(C)c3cc2C#N)CC1
18	COc1ccc(Cl)cc1NC(=O)COC(=O)CNC(=O)c1ccc([N+](=O)[O-])c(C)c1
19	O=c1c2c([nH]c3ccccc13)CCCCC2
20	COc1ccccc1CNC(=O)CCNC(=O)Cn1ccc2ccccc2c1=O
assay / compound | 11 | 12 | 13 | 14 | 15 | 16 | 17 | 18 | 19 | 20
Tau fibril FP | 8%[11.6 µM] | -4% | -8% | -8% | -4% | 4% | -3% | 1% | 0% | 3%
KDM4E inh | 0%[11.4 µM] | -6% | -7% | ? | 0% | ? | ? | -1% | -12% | ?
Tau fluor counter | -18%[11.6 µM] | -13% | -11% | ? | -5% | -2% | -23% | -14% | -17% | -2%
HTT aggregate | . | 7%[9.22 µM] | 11% | 25% | -9% | -4% | 28%[9.22 µM] | ? | -22%[9.22 µM] | 17%
HTT ATP protect | -17%[10 µM] | -69% | 4%[10 µM] | -50%[inhibitor] | -5%[10 µM] | -2% | 12%[10 µM] | . | 10%[10 µM] | 10%
Tau fibril ThT | ? | -10% | -13% | -13% | -3% | -7% | ? | -3% | . | -5%
SMN2 splice up | 5%[9.22 µM] | -20% | 19% | ? | 1% | -9% | -57%[inhibitor] | 6% | . | -5%
ALDH1A1 inh | -5%[13.5 µM] | ? | ? | 1% | 0% | 3.5µM* | ? | 9% | . | 4%

21	CCCSc1nnc(NC(=O)c2cc(=O)c3ccccc3o2)s1
22	O=C(CS(=O)(=O)c1ccc2ccccc2c1)Nc1ccccc1Cl
23	NC(=O)c1oc2ccc(Cl)cc2c1NC(=O)CN1CCOCC1
24	O=C(CNC(=O)C12CC3CC(CC(C3)C1)C2)N1CCN(S(=O)(=O)c2cccs2)CC1
25	COC(=O)c1ccc(C(=O)OC)c(N)c1
26	O=C(Oc1ccc(F)cc1)c1nc(SCc2ccc(F)cc2)ncc1Cl
27	O=C(NCc1ccco1)C1CC(c2c(Cl)cccc2Cl)=NO1 (stereo unspecified)
28	COc1ccc(OC)c(/C=C(\C#N)c2nc3ccccc3c(=O)[nH]2)c1
29	Cc1cc(NC(=O)CSc2nnc(-c3ccoc3C)o2)no1
30	COc1cc(C(=O)N2CCCC(c3nc(-c4cccs4)no3)C2)cc(OC)c1OC (stereo unspecified)
assay / compound | 21 | 22 | 23 | 24 | 25 | 26 | 27 | 28 | 29 | 30
Tau fibril FP | 2% | -3% | -2% | 5% | -1% | -8% | -3% | -14% | 3% | 6%
KDM4E inh | . | 6% | 1% | 10% | ? | . | 7% | . | 2% | 6%
Tau fluor counter | -14% | -14% | 0% | 7% | -8% | -29% | -9% | -10% | 3% | -5%
HTT aggregate | . | 11% | 9% | -6% | 11% | . | -6% | . | 19% | 4%
HTT ATP protect | . | -3%[10 µM] | 11%[10 µM] | -34%[10 µM] | 19% | . | -39%[inhibitor] | . | 14% | 6%[10 µM]
Tau fibril ThT | ? | -2% | -3% | 10% | ? | ? | ? | ? | -9% | -11%
SMN2 splice up | 5% | 6% | -12% | -27% | 18% | 3% | -18% | -11% | -12% | -7%
ALDH1A1 inh | . | -3% | 6% | 1% | ? | . | -16% | . | -1% | ?

31	O=C(COC(=O)c1cncc(Br)c1)NCc1ccc(F)cc1
32	COc1ccccc1-c1ccc(SCC(=O)NCCc2ccccc2)nn1
33	Cc1ccc(-c2ccc(SCC(=O)N3CCc4ccccc43)nn2)cc1
34	CCOC(=O)c1cc(-c2csc(N/N=C/c3ccccc3Cl)n2)on1
35	COc1ccc(N2CCN(C(=O)C3Cc4ccccc4CN3C(=O)c3ccccc3)CC2)cc1 (stereo unspecified)
36	COc1ccc(C(=O)COC(=O)CCc2ccccc2)cc1
37	CN(C)S(=O)(=O)NCCNC(=O)c1cc(OCC(F)(F)F)ccc1OCC(F)(F)F
38	Cc1ccc(Nc2nc(CSc3nnc(-c4ccncc4)n3C)cs2)cc1
39	CCC(C)NC(=O)C1CCCCN1S(=O)(=O)c1ccc(F)cc1 (stereo unspecified)
40	CCC(=O)Nc1nnc(CSCc2ccccc2)s1
assay / compound | 31 | 32 | 33 | 34 | 35 | 36 | 37 | 38 | 39 | 40
Tau fibril FP | 4% | -1% | 1% | 0% | 1% | -4% | -3% | 1% | -4% | -2%
KDM4E inh | -9% | 0% | -3% | ? | -12% | -8% | -1% | 0% | 1% | -2%
Tau fluor counter | 2% | -1% | 1% | -17% | -12% | -20% | 4% | -24% | -10% | -7%
HTT aggregate | 11% | -13% | 5% | 11%[9.22 µM] | -12% | -26%[9.22 µM] | -2% | -6% | -13% | -3%
HTT ATP protect | -30%[inhibitor] | -52%[inhibitor] | -5%[10 µM] | -10%[10 µM] | -44% | 20%[10 µM] | -49% | -65%[inhibitor][10 µM] | -10% | -7%[10 µM]
Tau fibril ThT | 0% | -8% | -16% | ? | ? | ? | 1% | ? | -7% | -5%
SMN2 splice up | 6% | -5% | 23% | . | . | . | 0% | . | 8% | 12%
ALDH1A1 inh | -2% | -8% | 5% | ? | -14% | . | 5% | ? | 7% | 2%

41	Cc1cc(=O)oc2cc(OC(=O)c3ccco3)ccc12
42	Cc1ccc(OC(=S)Nc2ccc(F)cc2)cc1
43	COc1ccc(-c2csc(NC(=O)CSc3n[nH]c(N)n3)n2)cc1
44	CC[C@H](C)[C@@H](NC(=O)O[C@@H]1C(=O)c2ccc(OC)cc2O[C@H]1c1ccc2c(c1)OCO2)C(=O)OC
45	N/C(=N/OC(=O)c1ccccc1Cl)c1nonc1N
assay / compound | 41 | 42 | 43 | 44 | 45
Tau fibril FP | -2% | 3% | -7% | 3% | -1%
KDM4E inh | -5% | 7% | ? | -1% | 8%
Tau fluor counter | -12% | 3% | -26% | -10% | -6%
HTT aggregate | 6%[9.22 µM] | 18% | -10% | . | -20%
HTT ATP protect | 20%[10 µM] | 18%[10 µM] | -1% | -35%[inhibitor] | -44%[inhibitor]
Tau fibril ThT | -2% | 4% | -12% | -8% | -1%
SMN2 splice up | . | -14% | -27% | 14% | 5%
ALDH1A1 inh | -1% | 6% | 4% | ? | -4%
